Bioassay records deposited in PubChem by several laboratories.
KOR beta-arrestin-1: kappa opioid receptor blockers – cell-based, luminescence, uHTS (AID 1778). KOR beta-arrestin recruitment, luminescence, antagonist mode; higher % means a stronger effect. inhibition, % at 10 µM, or IC50 in µM where a hit was titrated. 290,000 compounds, 0.091% hits; note: strong numbers were not always called active
PhoP inhibition: inhibitors of PhoP regulon expression, primary screen, Salmonella Typhimurium, GFP reporter (AID 1863); S. Typhimurium PhoP-regulated promoter GFP reporter, 4 h; higher % means a stronger effect; inhibition, % at 50 µM, or IC50 in µM where a hit was titrated; 300,000 compounds, 0.16% hits;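 active = inhibition over 29.93%, a cutoff 3 SD above the screen mean, later confirmed by dose response; inconclusive = inhibition over 29.93% but no dose response follow-up; inactive = inhibition at most 29.93% or unconfirmed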;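 note: 0% = low Mg2+ inducing control and 100% = high Mg2+ repressing control; strong numbers were not always called active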
NOD1 inhibition: NOD1 signaling inhibitors, primary screen, cell-based, luminescence, uHTS (AID 1578) | one-dose inhibition, % at 4 µM; EC50 in µM for titrated hits | NOD1-driven NF-kB luciferase reporter cells, luminescence; higher % means a stronger effect | 290,000 compounds, 1% hits; in the data active = inhibition mostly above about 36%, no sharp cut-off; inactive = mostly below about 34%;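 note: HEK-293T reporter cells stimulated with the NOD1 agonist gamma-tri-DAP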
KOR beta-arrestin-2: KOR agonists, beta-arrestin recruitment, primary screen, cell-based, luminescence, uHTS (AID 1777); KOR beta-arrestin recruitment, luminescence; higher % means a stronger effect; one-dose activation, % at 10 µM; EC50 in µM for titrated hits; 280,000 compounds, 0.02% hits; in the data active = activation above about 50%, passing the limit was not always enough; note: a part of the inactive calls stands beside numbers as strong as those of hits
Myeloid diff 2: compounds promoting myeloid differentiation; ER-HoxA9 myeloid progenitors, lysozyme-GFP differentiation, flow cytometry; calls only at 10 µM; 360,000 compounds, 1% hits;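 active = normalized GFP-positive differentiation at or above the plate's own cutoff, the solvent-only control mean plus 3 SD; inconclusive = no clear call, values can overlap the other calls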;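 note: cells exposed to compound for four days before flow analysis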
LYP inhibition: inhibitors of LYP phosphatase, biochemical, fluorescence intensity, uHTS (AID 1779); recombinant LYP phosphatase, fluorescence intensity; higher % means a stronger effect; inhibition, % at 11.5 µM, or IC50 in µM where a hit was titrated; 290,000 compounds, 0.054% hits;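 note: plate controls were vehicle with enzyme for no effect and no enzyme for full effect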
NOD2 inhibition: inhibition of NOD2-driven NF-kB reporter – cell-based, luminescence, uHTS, HEK293 (AID 1566); HEK293 NOD2/NF-kB luciferase reporter, luminescence; higher % means a stronger effect; inhibition, % at 4 µM, or EC50 in µM where a hit was titrated; 290,000 compounds, 0.63% hits; note: many of its hits are not listed in these tables
SIAH1 antagonists: Siah-1 peptide-binding antagonists, primary screen, biochemical, fluorescence polarization, rhodamine-plectin, uHTS (AID 1817); Siah-1 / rhodamine-plectin peptide fluorescence polarization; higher % means a stronger effect; one-dose displacement, % at 20 µM; IC50 in µM for titrated hits; 290,000 compounds, 0.02% hits;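 active = displacement of at least 50% at 20 µM, with a fluorescence ratio check between 0.3 and a set limit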;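 note: plate controls were Siah plus tracer with DMSO for no effect and tracer alone without Siah for full effect; strong numbers were not always called active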
HIV peptide binding: inhibitors of HIV fusion peptide binding, primary screen, biochemical, uHTS, fluorescence dequenching (AID 1986); cell-free peptide binding, fluorescence dequenching, 30 min; higher % means a stronger effect; one-dose inhibition, % at 20 µM; IC50 in µM for titrated hits; 290,000 compounds, 0.3% hits; in the data active = inhibition mostly above about 52%, no sharp cut-off; inactive = mostly below about 76%; note: some results filed as inactive read as strong as hits
Myeloid diff 2 GFP+ MAC1+ %: second read-out of Myeloid diff 2, no call of its own (marks repeat the call); GFP+ MAC1+ double positive, %; measured here: differentiation confirmed by MAC1 staining
An asterisk follows results filed as active; i = inactive; ? = inconclusive; nt = no result given; + = active, no number; [ ] = remark or other dose. Cut-off read from the data, not from the text of the source, unless noted: active = inhibition above about 50%; inactive = the rest.

Start of the data: the first two entries, ahead of the listing:
SMILES	KOR beta-arrestin-1	PhoP inhibition	NOD1 inhibition	KOR beta-arrestin-2	Myeloid diff 2	Myeloid diff 2 GFP+ MAC1+ %	LYP inhibition	NOD2 inhibition	SIAH1 antagonists	HIV peptide binding
CC1=C(C(=O)OCc2ccccc2)C(c2ccc(N(C)C)cc2)NC(=O)N1 (stereo not drawn)	-14%	0%	-10%	-4.0%	i	6.5	-6%	20%	21%	-0.3%
Cc1nc(SCCC(C)C)c([N+](=O)[O-])[nH]1	-34%	8%	3%	-9.0%	i	1.9	1%	8%	-5%	2.8%

This part in full, from the start:
SMILES	KOR beta-arrestin-1	PhoP inhibition	NOD1 inhibition	KOR beta-arrestin-2	Myeloid diff 2	Myeloid diff 2 GFP+ MAC1+ %	LYP inhibition	NOD2 inhibition	SIAH1 antagonists	HIV peptide binding
CC1=C(C(=O)OCc2ccccc2)C(c2ccc(N(C)C)cc2)NC(=O)N1 (stereo not drawn)	-14%	0%	-10%	-4.0%	i	6.5	-6%	20%	21%	-0.3%
Cc1nc(SCCC(C)C)c([N+](=O)[O-])[nH]1	-34%	8%	3%	-9.0%	i	1.9	1%	8%	-5%	2.8%
CNC(=O)n1cc(C)c(-c2cccs2)n1	-2%	-3%	-12%	0.8%	i	0.1	-4%	2%	14%	0.6%
O=C(NC1CC1)C1=C[C@@H](c2ccc(Br)cc2)C[C@@H](OCCCCO)O1	-12%	-4%	-16%	-2.2%	i	0.4	-7%	14%	1%	-0.2%
CCOC(=O)Cc1c(Sc2ccccc2)c2ccccc2n1C	2%	11%	28%	6.2%	i	1.9	-5%	-4%	-1%	0.3%
COc1ccc(C(=O)NNC(=O)C(=O)Nc2cccc3ccccc23)cc1	-40%	-4%	12%	8.4%	i	0.8	-4%	-2%	3%	7.6%
NC(=O)c1cnccn1	-38%	-5%	-28%	3.6%	i	1.7	-5%	-6%	2%	-0.2%
O=C(Nc1ccc(Cl)c(S(=O)(=O)N2CCOCC2)c1)c1ccc2c(c1)OCCO2	-15%	3%	-30%	-0.5%	i	0.6	-2%	17%	4%	-0.5%
O=C(CSc1nnnn1-c1ccccc1)c1cc2ccccc2oc1=O	16%	15%	-24%	-2.3%	i	1.3	-1%	8%	6%	6.6%
CN(C)C(=O)C(OC(=O)c1ccc2c(c1)CCCC2)c1ccccc1 (stereo not drawn)	-8%	3%	-3%	-2.1%	i	0.5	2%	91%*	2%	-0.1%
COc1ccc(S(=O)(=O)N2CCN(Cc3cc(OC)c(O)c(OC)c3)CC2)cc1	16%	6%	-20%	-2.2%	i	0.5	-12%	4%	6%	-0.3%
COc1ccc(C2SCC(=O)N2CC23CC4CC(CC(C4)C2)C3)cc1 (stereo not drawn)	-35%	1%	13%	1.5%	i	1.1	0%	7%	0%	0.7%
O=C1CCCC(O)=C1C1NCCc2ccccc21 (stereo not drawn)	-23%	-5%	-8%	-6.7%	i	1.0	-5%	1%	1%	2.3%
CC(C)C(=O)N(Cc1cc(=O)[nH]c2ccccc12)c1ccccc1	46%	-25%	11%	6.7%	i	1.3	1%	-27%	-8%	-1.5%
CC(=O)Nc1ccc(/C=C(\C#N)C(=O)NC2CCCCC2)cc1	-45%[20 µM]	-2%	-26%	-3.1%	i	0.2	-3%	25%	1%	-1.4%
O=C(O)c1nn2cc(CCO)cnc2c1Cl	1%[20 µM]	1%	-22%	nt	i	0.7	-9%	2%	-2%	0.6%
Nc1ccccc1SCC(=O)Nc1ccc2c(c1)OCO2	4%	-4%	-77%	2.3%	i	1.4	-5%	-78%	4%	-0.6%
COc1ccc2c(c1)CCc1c(C(=O)Nc3ccn(Cc4ccc(C)cc4)n3)noc1-2	-5%	-12%	-14%	3.1%	i	6.0	-7%	18%	5%	2.1%
CNC(=O)c1ccc(CNC(=O)OCc2ccccc2)cc1	-12%	-1%	-14%	-4.4%	i	0.8	-4%	6%	7%	0.4%
O=C(Nc1c[nH]c(=O)[nH]c1=O)c1cccc(F)c1	-15%	17%	-11%	0.6%	i	0.9	-7%	-6%	-1%	1.3%
COc1ccc(OC)c(S(=O)(=O)NC(N)=NCCc2ccccc2OC)c1	11%	1%	-4%	-4.1%	nt	nt	-4%	9%	8%	-0.6%
CCOc1ccc(CNC(=O)C(C)n2nc(C)c3c(C)n(-c4ccccc4)nc3c2=O)cc1 (stereo not drawn)	-15%	-3%	-29%	-7.2%	i	1.5	-9%	20%	12%	1.4%
O=C(NC1CC1)c1c[nH]c2ccc(S(=O)(=O)Nc3cccc(C(F)(F)F)c3)cc2c1=O	11%	15%	-16%	0.3%	i	0.9	6%	0%	2%	3.2%
CCOc1ccccc1N(CC)C(=O)c1nn(C)c2c1CSc1ccccc1-2	-22%	-4%	4%	4.1%	i	2.2	2%	-1%	-1%	1.4%
Cc1noc(/C=C/c2ccco2)c1S(=O)(=O)N1CCC(C(=O)NC(C)c2ccccc2)CC1 (stereo not drawn)	3%	-8%	-6%	1.5%	+	3.6*	-1%	-9%	3%	2.8%
Cn1c(=O)c2c(ncn2CC(COCc2ccc(Cl)cc2)OCc2ccc(Cl)cc2)n(C)c1=O (stereo not drawn)	-24%	1%	3%	-2.2%	i	0.9	-1%	10%	-5%	-2.1%
O=[N+]([O-])c1ccc(/C=N/N/C(=N/c2ccccn2)c2ccccn2)cc1	22%	-3%	-15%	0.7%	i	1.4	10%	-34%	4%	-2.1%
COc1ccc(N(C)C(=O)c2onc3c2CCCC3)cc1	-5%	2%	-18%	-0.9%	i	0.0	-6%	12%	3%	-0.2%
CN(Cc1cn(-c2ccccc2)nc1-c1ccc(F)cc1)C(=O)CCC(=O)O	-18%	-11%	-27%	11%	i	0.6	0%	10%	8%	-0.1%
O=C(C1CCN(Cc2ccccc2)CC1)N1CCN(C/C=C/c2ccccc2)CC1	-2%	0%	-3%	-0.2%	i	1.7	-9%	-2%	1%	2.5%
Cc1cc(C)n(CCc2nc3c4ccccc4n(CC#N)c(=O)n3n2)n1	-25%	7%	-9%	-4.4%	i	1.3	-9%	-5%	-1%	-0.2%
Nc1cc(Cl)ccc1C(=O)OCC(=O)N1CCCC1	-14%	-2%	-4%	2.0%	nt	nt	-9%	0%	2%	2.3%
COc1ccc2[nH]cc(/C=C/C(=O)c3ccccc3)c2c1	-51%	-3%	-8%	8.9%	i	0.9	0%	-159%	-4%	1.1%
CS(=O)(=O)Nc1ccc(S(=O)(=O)NC2CCCCC2)cc1	-17%	-10%	-28%	4.9%	i	0.7	2%	17%	1%	0.0%
CCOc1ccc(OCC)c(NC(=O)Nc2ccc3c(c2)N(C)C(=O)CS3)c1	-6%	4%	-28%	1.7%	i	3.0	0%	16%	-3%	-0.1%
COC(=O)CC1(c2ccc(OC)cc2)C(=O)c2ccccc2C1=O	16%	-11%	-6%	4.5%	i	0.4	-5%	22%	-2%	-1.1%
CCOC(=O)CC1(C)OCC(C[N+]2(C)CCCCC2)O1 (stereo not drawn)	-16%	3%	-18%	0.8%	i	0.4	-6%	0%	-4%	-0.8%
CCOC(=O)Cc1csc(NC(=O)CC(C)(C)C)n1	-17%	21%	-49%	1.1%	i	1.0	-6%	0%	-1%	-0.1%
O=c1c(-c2ccccc2)c(O)c2c(n1-c1ccccc1)CCCC2	-17%	-4%	3%	-1.7%	i	0.1	66%*	13%	-1%	-0.6%
COc1ccc(-c2csc3nc(C)nc(N4CCN(C(C)=O)CC4)c23)cc1OC	6%	-1%	-14%	-2.9%	i	0.4	-6%	11%	12%	-2.2%
Cc1[nH]c2ccccc2c1C(c1ccncc1)N1CCN(c2ccccc2F)CC1 (stereo not drawn)	-13%	?	15%	10%	i	0.1	-2%	-1%	-1%	1.7%
CCc1nccn1CCC(=O)NC1CC(C)(C)Cc2c1cnn2-c1ccc(C)cc1 (stereo not drawn)	11%	12%	7%	-6.8%	i	0.4	-9%	8%	-2%	-0.7%
O=C(CCN1C(=O)c2ccccc2C1=O)NC(=S)Nc1ccccc1	14%	10%	-14%	2.2%	i	0.2	2%	1%	8%	2.1%
Cc1ccc(-c2noc(CCC(=O)N3CCCc4ccccc43)n2)cc1	-31%	-7%	-2%	-7.6%	i	0.9	2%	2%	-1%	0.1%
O=C(NC(=S)Nc1ccc(Br)cn1)c1cccs1	22%	-7%	-40%	-3.6%	i	0.3	-4%	-60%	10%	1.5%
c1ccc(SCCOCCN2CCOCC2)cc1	-55%	-5%	38%	5.7%	i	0.6	-6%	-28%	2%	1.3%
CCC(C)NS(=O)(=O)c1cc2c3c(c1)CCC(=O)N3CCC2 (stereo not drawn)	-7%	3%	-2%	-0.8%	i	3.4	-10%	11%	-1%	-1.0%
OCCN(CC(O)COc1ccccc1)CC(O)Cn1ccc2ccccc21 (stereo not drawn)	30%	3%	-38%	-0.7%	i	0.2	-4%	-7%	2%	-1.7%
O=C(Nc1cccc(F)c1)c1ccc2ncsc2c1	-16%	10%	-8%	-7.3%	i	0.7	-4%	-30%	2%	-2.1%
O=C(CSc1ccc2nnc(-c3cccnc3)n2n1)Nc1ccccc1	-15%	5%	4%	8.0%	i	0.0	-10%	19%	3%	0.1%
CC(C)(C)c1ccc(C(=O)NC(=S)Nn2cnnc2)cc1	-18%	-15%	-7%	-1.6%	i	0.3	-2%	0%	-1%	0.3%
Cc1nc(C)c(-c2csc(Nc3ccc(O)c(C(=O)O)c3)n2)s1	-6%	-7%	-10%	-2.1%	i	0.5	-8%	9%	7%	32%
O=C(COC(=O)/C=C/c1cccc(Cl)c1)NCCc1ccccc1	-2%	19%	-13%	11%	i	0.7	-1%	10%	-1%	2.3%
CCOC(=O)c1c(C)oc2ccc(O)c(CN3CCCCC3)c12	-13%	5%	-40%	2.1%	i	5.8	2%	-10%	-1%	-1.6%
O=C(CN1C(=O)S/C(=C\c2ccccn2)C1=O)Nc1ccccc1	-8%	0%	-19%	5.6%	i	0.8	-6%	5%	0%	1.9%
Cc1ccc(N(C(=O)c2ccc(S(=O)(=O)N3CCOCC3)cc2)C2C=CS(=O)(=O)C2)cc1C (stereo not drawn)	-2%	7%	-32%	-1.8%	i	0.1	-6%	1%	5%	-1.3%
C=CCOc1ccc(Br)cc1CNCC	16%	1%	-8%	-3.2%	i	0.0	4%	24%	6%	-0.7%
O=C(Nc1ccccc1C(F)(F)F)c1cnccn1	2%	-2%	-12%	1.9%	i	0.7	-9%	4%	3%	0.9%
Cc1cccc(N=C2Sc3nc4c(C)c(C)ccc4cc3CN2CCN2CCOCC2)c1	-27%	7%	-5%	3.4%	i	0.8	12%	1%	1%	0.8%
O=C(O)c1c[nH]c2ccc(S(=O)(=O)N3CCOCC3)cc12	-3%	5%	-6%	-0.6%	i	0.6	-8%	-3%	-4%	-2.3%
COCC(=O)Nc1cc(OC)c(Cl)cc1OC	17%	11%	-10%	-1.8%	i	0.6	-8%	11%	2%	-1.8%

Only part of the results is shown; the hit share may differ from the screen's.
